Screens (PubChem BioAssay)
RTF Ca sens act – increases calcium sensitivity of human cardiac regulated thin filaments; P19429+P45379; IANBD-labeled TnC RTF fluorescence at EC20 calcium; 0% EC20 calcium, 100% full calcium; activation, % at 7.2 µM; 0.24% of 340,000 active;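 active = activation above the mean over all tested compounds plus 3 SD, cut at about 30% in these data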;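 also: rise in fluorescence read as greater calcium sensitivity of cardiac thin filaments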
CAL PDZ FP-1 – inhibitors of human CAL PDZ peptide binding | purified CAL PDZ, TMR-peptide fluorescence polarization, 1 h | AID 602252 | inhibition, % at 24.9 µM | Q9HD26 | 0.92% of 300,000 active;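 active = mean inhibition of at least 30% with at least half of replicates also reaching 30%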;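 also: 0% = DMSO neutral control and 100% = excess unlabeled competitor peptide PRC23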
Cardiac RTF inh – cardiac RTF calcium desensitization; AID 493244; inhibition, % at 7.15 µM; IANBD-labeled cardiac RTF, Ca2+ fluorescence; 0.12% of 340,000 active;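 active = inhibition above the mean inhibition of all tested compounds plus 3 SD, cut at about 17% in these data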;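 also: assay run at fixed EC70 calcium of 1.6 mM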
PKA-R2B activ – PKA-R2B complex activation; P22694+P31323; PKA-R2B holoenzyme dissociation, Cy5-IP20 fluorescence polarization; R2B truncated from residue 108, S112A mutant; 0% DMSO only, 100% 113 µM cGMP; activation, % at 11.4 µM; 0.079% of 340,000 active; AID 504700;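 active = activation above a cutoff set at the mean over all compounds plus 3 SD, cut at about 18% in these data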;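 also: higher means more holoenzyme dissociation and a rise in polarization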
Keap1-Nrf2 PPI – Keap1-Nrf2 (human) interaction inhibition | Q14145 | Keap1 Kelch-Nrf2 peptide fluorescence polarization, 1536-well | inhibition, % at 9.4 µM | 0.15% of 340,000 active; in the data active = inhibition above about 12%;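 also: human Keap1 Kelch domain with fluorescein labeled Nrf2 9mer peptide probe; 0% = neutral control wells and 100% = peptide positive control; higher means more block of Keap1 binding to Nrf2 peptide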
SR-BI DiI-HDL act – activators of SR-BI mediated HDL lipid uptake. AID 504775. activation, % at 12.5 µM. CHO ldlA[mSR-BI] cells, DiI-HDL uptake fluorescence, 3 h; 100 = double the neutral-control signal. 0.096% of 320,000 active;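 active = mean replicate activation of at least 60% and every replicate at or above 60%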;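 also: 0% = median plate neutral-control signal and 100% = twice that signal; values of inactives mirror those of a sister screen read the other way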
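System: CHO ldlA[mSR-BI] cells / Medium: HEPES-buffered (25 mM, pH 7.4) F12 plus 0.5% BSA / Probe or stimulus: labelled HDL, 10 µg/mL / Doses: single compound concentration, delivered by pin transfer / Schedule: 3 h, 37 °C / Measured by: DiI fluorescence, bottom read / Measure: cell-associated DiI fluorescence as measure of HDL uptake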
CAL PDZ FP-2 – blocks peptide binding to human CAL PDZ domain. purified CAL PDZ, TMR-peptide fluorescence polarization, 1 h. 0.02% of 330,000 active. inhibition, % at 20 µM. Q9HD26. AID 504414;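 active = highest replicate inhibition of at least 40%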;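 also: plate controls were DMSO neutral control wells for no effect and unlabeled competitor peptide control wells for full effect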
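Read-out basis: mP drop reported as inhibition | Assay system: Tagged CAL PDZ protein CerCALP, purified | Benchmarks: Unlabelled peptide for full inhibition, DMSO wells as neutral | Schedule: 1 h incubation at room temperature before polarization reading | Buffer or medium: Sodium phosphate/NaCl buffer pH 7.4 with TCEP, IgG, Thesit | Doses: Single point, 20 µM | Measured by: Fluorescence polarization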
DAGLB inhibitor – diacylglycerol lipase beta (human) inhibition. Q8NCG7. HEK293T DAGLB membrane lysate, EnzChek fluorogenic substrate. inhibition, % at 5.17 µM. 0.059% of 340,000 active; in the data active = inhibition above about 34%;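 also: 0% = enzyme with vehicle and 100% = wells lacking enzyme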
Target sequence (Q8NCG7 whole entry, looked up): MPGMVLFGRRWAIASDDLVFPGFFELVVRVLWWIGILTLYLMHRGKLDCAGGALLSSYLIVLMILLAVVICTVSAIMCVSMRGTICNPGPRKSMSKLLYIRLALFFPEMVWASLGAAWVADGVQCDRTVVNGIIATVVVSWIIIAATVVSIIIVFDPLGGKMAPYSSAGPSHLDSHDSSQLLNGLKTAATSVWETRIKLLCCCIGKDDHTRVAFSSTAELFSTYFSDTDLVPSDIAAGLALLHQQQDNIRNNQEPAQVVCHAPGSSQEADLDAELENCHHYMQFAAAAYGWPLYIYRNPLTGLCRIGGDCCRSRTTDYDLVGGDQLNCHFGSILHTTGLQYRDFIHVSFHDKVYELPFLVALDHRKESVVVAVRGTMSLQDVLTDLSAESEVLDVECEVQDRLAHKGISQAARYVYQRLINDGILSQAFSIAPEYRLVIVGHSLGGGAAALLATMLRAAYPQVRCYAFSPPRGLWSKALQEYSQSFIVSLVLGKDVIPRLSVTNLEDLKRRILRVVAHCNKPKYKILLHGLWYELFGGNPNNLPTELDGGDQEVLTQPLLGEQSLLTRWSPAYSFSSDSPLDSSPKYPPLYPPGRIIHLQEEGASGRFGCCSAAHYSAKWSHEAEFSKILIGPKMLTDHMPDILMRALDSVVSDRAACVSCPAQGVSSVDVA
C-LANA FP – inhibitors of KSHV LANA C-terminal domain DNA binding. MBP-C-LANA/FAM-LBS DNA binding, fluorescence polarization. inhibition, % at 9 µM. 0.078% of 340,000 active;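 active = highest replicate inhibition at or above 60% at 9 µM, even if other replicates fall short; inactive = all replicates below 60% inhibition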;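 also: 0% = neutral control wells and 100% = 4 µM acridine orange control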
Rtt109 HAT inh – blocks Candida albicans Rtt109/Vps75 acetyltransferase activity | purified Rtt109/Vps75, ThioGlo CoA-SH fluorescence, 4 h | inhibition, % at 34.9 µM | 0.16% of 330,000 active;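 active = inhibition of at least 50% in every replicate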
Target sequence (Q5AAJ8 whole entry, looked up): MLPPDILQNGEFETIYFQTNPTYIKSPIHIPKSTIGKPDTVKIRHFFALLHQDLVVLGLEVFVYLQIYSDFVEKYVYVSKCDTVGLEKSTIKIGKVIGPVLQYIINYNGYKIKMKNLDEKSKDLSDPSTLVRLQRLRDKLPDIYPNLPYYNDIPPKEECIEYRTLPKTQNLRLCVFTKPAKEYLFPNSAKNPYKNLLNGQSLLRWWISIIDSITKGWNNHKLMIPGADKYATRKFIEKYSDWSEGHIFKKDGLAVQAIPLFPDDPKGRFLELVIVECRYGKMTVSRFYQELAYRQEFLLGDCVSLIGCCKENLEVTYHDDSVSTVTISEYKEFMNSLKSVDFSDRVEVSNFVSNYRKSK
* marks the source's active call; other numbers are inactive results; . = not tested or not shown.

The first 2 compounds, to show the layout:
structure	RTF Ca sens act	CAL PDZ FP-1	Cardiac RTF inh	PKA-R2B activ	Keap1-Nrf2 PPI	SR-BI DiI-HDL act	CAL PDZ FP-2	DAGLB inhibitor	C-LANA FP	Rtt109 HAT inh
Cc1cccc(N2CCN(Cc3cnc(Cl)s3)CC2C)c1 (centres undefined)	-3.9	2.3	-7.6	-0.1	4.4	14.0	-1.5	-13.3	0.7	-4.4
COc1ccc(NC(=O)c2cc3ccc4c5ccccc5[nH]c4c3cc2O)cc1	-4.2	-6.0	-8.1	-4.6	3.0	-69.1	0.4	1.9	-1.0	-5.3

Main list, from the start:
structure	RTF Ca sens act	CAL PDZ FP-1	Cardiac RTF inh	PKA-R2B activ	Keap1-Nrf2 PPI	SR-BI DiI-HDL act	CAL PDZ FP-2	DAGLB inhibitor	C-LANA FP	Rtt109 HAT inh
Cc1cccc(N2CCN(Cc3cnc(Cl)s3)CC2C)c1 (centres undefined)	-3.9	2.3	-7.6	-0.1	4.4	14.0	-1.5	-13.3	0.7	-4.4
COc1ccc(NC(=O)c2cc3ccc4c5ccccc5[nH]c4c3cc2O)cc1	-4.2	-6.0	-8.1	-4.6	3.0	-69.1	0.4	1.9	-1.0	-5.3
CCC(C)N=C1Sc2nc3ccc(C)cc3cc2CN1CCOC (centres undefined)	-3.0	-2.8	-12.4	-2.6	-0.9	17.3	-0.2	1.4	0.8	-2.1
O=C(Nc1cccc(Cl)c1)C1=CC=CN2CCS(=O)(=O)N=C12	1.6	-0.6	8.4	-4.1	-1.3	8.2	-0.3	3.2	-0.8	4.3
Cc1cccc(C(=O)NC(C(=O)Nc2nc(-c3ccccn3)cs2)C(C)C)c1 (centres undefined)	0.3	4.8	-4.1	-1.8	-6.0	-15.0	-1.6	0.2	-0.6	-6.8
O=C(CN1CCN(C2CCCCC2)CC1)Nc1cccc2ccccc12	7.0	-0.3	-3.3	-0.5	-4.7	4.0	-0.1	1.8	-0.7	2.4
O=C(CSc1nc2ccccc2c(=O)n1CCCN1CCOCC1)NCCc1ccccc1	-5.5	-0.4	-0.3	1.2	-1.3	-6.1	0.8	-3.2	0.8	-1.2
CCC1=NN(C(=O)Cc2ccccc2)C(O)(c2ccncc2)C1 (centres undefined)	-2.1	16.6	-6.7	-5.1	4.0	1.1	0.6	1.0	2.8	4.6
CCOC(=O)NC(NCc1ccccc1Cl)(C(F)(F)F)C(F)(F)F	-0.3	-2.3	-7.4	1.9	-4.5	10.1	-0.1	-3.9	2.9	7.9
COc1ccc(Cc2nc3ccc(C(=O)N(C)CCn4ccnc4)cc3o2)cc1OC	-3.5	-2.6	-1.4	4.5	-5.7	-3.7	-3.0	0.8	1.1	-3.6
COCCNc1ncnc2c1cnn2-c1ccc(Cl)cc1	2.0	-1.8	-2.9	-5.5	3.9	-2.2	0.4	1.2	1.7	-6.4
COC(=O)c1cc(C(=O)OC)cc(-n2c(C)cc(C=O)c2C)c1	6.2	.	-11.8	-3.5	-6.0	1.1	-1.9	0.8	0.0	1.1
CC(=O)Oc1ccc(/C=c2\sc3ncnn3c2=O)cc1	3.2	-2.2	2.4	-0.3	-9.8	5.0	-1.8	-1.7	-2.7	3.5
CC(C)C(OC(=O)c1cc2c(s1)CCCCC2)C(=O)NC(N)=O (centres undefined)	3.4	-6.0	8.2	-8.0	1.2	-25.0	0.0	3.0	0.3	-1.7
CN(C)c1ccc(CN(C)C2CCCCC2)cc1	5.4	0.4	-17.5	-0.2	3.5	-23.5	-2.1	-2.6	0.4	-7.9

Other results follow.
structure	RTF Ca sens act	CAL PDZ FP-1	Cardiac RTF inh	PKA-R2B activ	Keap1-Nrf2 PPI	SR-BI DiI-HDL act	CAL PDZ FP-2	DAGLB inhibitor	C-LANA FP	Rtt109 HAT inh
Cc1ccc(C)c(S(=O)(=O)Nc2ccc3scnc3c2)c1	-0.3	-2.2	-6.4	-2.8	-1.5	-0.5	-3.2	-2.3	-0.3	24.1
COc1cc(OC)c(OC)cc1/C=C/c1ccnc2ccccc12	4.6	0.3	-5.1	-0.8	0.9	-2.7	-4.0	2.2	-1.9	3.8
CCOC(=O)C1=C(C)NC2=C(C(=O)CCC2)C1c1ccc(O)c(OCC)c1 (centres undefined)	-1.0	-4.2	-10.2	7.5	-1.6	-3.3	-1.5	-0.2	0.0	2.2
Cn1c(N)c(C(=O)COC(=O)c2ccc(Cl)c(S(=O)(=O)N3CCCC3)c2)c(=O)n(C)c1=O	-2.7	-9.3	1.0	-4.6	3.2	.	-2.1	0.5	21.4	9.6
CCOc1ccc(NC(=O)CN(C)C(=O)c2cc(S(=O)(=O)N(C)C)ccc2N2CCCC2)cc1OCC	-2.8	-3.3	2.0	10.2	0.9	-16.4	-0.9	-4.2	-1.3	-4.8
Cc1noc(C)c1COc1ccccc1C(=O)NNC(=O)C(C)Oc1ccccc1F (centres undefined)	-0.2	-0.4	-12.6	-9.3	-0.9	-9.9	-2.4	0.2	0.4	1.1
COc1ccccc1C(=O)OCC(=O)NC(=O)NCc1ccccc1	3.0	-0.8	3.6	-2.1	-3.1	20.6	-1.5	-1.8	-0.4	9.4
Cn1c(N2CCOCC2)cc(=O)n(C)c1=O	8.7	4.1	-5.9	-4.0	-0.2	.	-0.1	-2.1	-1.1	-10.4
Cc1cc(C)nc(SCc2cccc(C(=O)O)c2)n1	0.9	-2.4	0.8	0.6	4.5	-7.8	-2.3	0.2	-0.6	.
CCC(=O)c1ccc2c(c1)N(CCCN(C)C)c1ccccc1S2	-3.1	-1.9	9.6	-9.9	-0.9	-7.5	1.5	5.3	-1.5	6.9
CC(C)C(c1nnnn1Cc1cccs1)N1CCN(C2CCCC2)CC1 (centres undefined)	-10.1	-1.4	-8.2	-12.6	-2.2	11.5	-0.7	-0.7	-0.8	-3.0
O=C(CNC(=O)C12CC3CC(CC(C3)C1)C2)N1CCN(S(=O)(=O)/C=C/c2ccccc2)CC1	1.9	1.1	-2.0	-11.8	-0.1	-1.3	-0.1	-1.4	4.6	8.5
C#CCN1Cc2ccccc2Oc2cc(Br)ccc2S1(=O)=O	-3.4	-9.5	-6.7	8.0	-6.3	-23.5	-0.8	-2.9	0.9	4.7
O=C(COC(=O)C1=Cc2ccccc2OC1)NCc1ccco1	-0.6	5.9	0.2	6.0	-2.8	11.1	-1.1	-4.9	1.1	-2.9
Cc1c(Cl)c([N+](=O)[O-])nn1CCCC(=O)Nc1cc(Oc2ccccc2)cc([N+](=O)[O-])c1	-1.5	0.4	0.1	-5.1	-0.9	-19.1	-2.5	1.1	0.3	-3.4

Going on with the list:
structure	RTF Ca sens act	CAL PDZ FP-1	Cardiac RTF inh	PKA-R2B activ	Keap1-Nrf2 PPI	SR-BI DiI-HDL act	CAL PDZ FP-2	DAGLB inhibitor	C-LANA FP	Rtt109 HAT inh
CC(O)c1nc2ccccc2n1Cc1nnc(-c2ccc(Cl)cc2)o1 (centres undefined)	3.5	-3.8	-4.2	-4.6	1.1	-10.5	-2.9	-4.8	-0.7	-4.6
CCN(CCCCN1C(=O)c2ccccc2C1=O)c1ccc2c(c1)C(=O)N(C)C2=O	6.0	-2.0	-5.3	9.0	-5.6	-59.3	-1.1	0.6	0.6	7.0
CNc1cc(N2CCN(S(=O)(=O)N(C)C)CC2)ccc1[N+](=O)[O-]	5.0	3.0	-6.2	1.6	-3.6	-20.7	-1.1	1.1	-0.2	-8.7
Cc1cc(-n2ccc(=O)[nH]c2=O)nc(-c2ccccc2)n1	3.0	5.4	-8.4	0.7	-0.7	-16.4	-1.5	-2.7	-0.2	-4.9
COC(=O)c1ccsc1NC(=O)C1COc2ccccc2O1 (centres undefined)	1.0	.	-3.7	-9.6	-7.2	-13.8	-2.6	-20.1	-1.0	4.6
CCOc1cccc(/C=C(/C#N)c2nc3ccccc3[nH]2)c1OCC(=O)O	-7.1	-9.7	-6.5	-3.5	-0.6	24.8	-1.2	-0.9	0.7	1.9
CCN(CC)c1ccc(-c2nn3c(-c4n[nH]c5c4CCC5)nnc3s2)cc1	-5.0	.	4.3	-7.2	2.9	-10.3	0.6	5.9	16.0	-7.3
CCOCCCNC(=S)Nc1ccc2nc(N3CCN(CC)CC3)cc(C)c2c1	8.3	-2.2	5.5	-7.0	-7.2	-14.2	3.1	2.8	-1.4	0.6
CCNc1ccc(C(=O)OCC)cc1NC(=O)c1cc(S(=O)(=O)N2CCOCC2)ccc1C	15.0	-2.0	-8.2	5.0	6.8	-12.6	-2.6	-6.0	0.2	27.1
Cc1cccc(Nc2nc(N3CCCCC3)nc(N3CCCCC3)n2)c1	0.9	-3.9	-0.5	-10.2	2.5	-35.5	-1.3	-23.5	1.8	-6.5
Cn1c(CN2CCCC2)nc2cc(NC(=O)c3cccs3)ccc21	1.5	-1.8	-25.0	11.2	-1.2	1.0	-1.6	-0.3	-1.6	16.9
CC(C)(C)c1csc(NC(=O)c2ccccc2O)n1	6.1	-6.8	-7.7	0.5	0.8	3.1	-0.1	-2.5	0.4	-1.8
CC/C(=N\NC(N)=O)c1ccc(OC(F)F)cc1	2.2	-3.1	2.1	-9.9	-2.0	13.9	-2.4	-0.6	1.1	-1.7
CC12CC3CC(C)(C1)CC(C(=O)N1CCN(C(=O)C4CCCO4)CC1)(C3)C2 (centres undefined)	4.0	-4.2	-9.5	-3.6	3.2	-0.7	-0.4	1.3	2.6	-2.0
Cc1nnc(NC(=O)c2ccc3ccccc3c2)o1	-6.9	-4.4	-6.5	-5.0	-0.4	-5.3	0.4	1.0	-1.8	-7.5

Other entries:
structure	RTF Ca sens act	CAL PDZ FP-1	Cardiac RTF inh	PKA-R2B activ	Keap1-Nrf2 PPI	SR-BI DiI-HDL act	CAL PDZ FP-2	DAGLB inhibitor	C-LANA FP	Rtt109 HAT inh
Cc1ccc2cccc(S(=O)(=O)N3CCN(c4ccccc4F)CC3)c2n1	-5.0	-3.2	10.0	-2.5	-1.8	-9.3	.	-4.5	-2.5	-8.9
Cc1ccc(NC(=S)NCc2ccc3c(c2)OCO3)cc1	-1.2	-0.1	-14.0	-5.2	1.0	7.7	-0.3	-3.5	0.3	3.2
O=c1c2[nH]c3ccc(F)cc3c2ncn1CCCN1CCOCC1	-9.7	-6.1	-4.9	1.8	-2.5	20.7	-1.4	3.9	-2.3	13.6
CS(=O)(=O)N(CC(=O)N1CCc2ccccc2C1)c1ccc2c(c1)OCO2	-6.9	-4.1	6.6	0.3	-5.9	11.7	0.6	-1.8	-1.9	2.9
CN(C)c1ccc(N=Nc2ccc3ncccc3c2)cc1	-2.3	.	5.2	-0.7	-0.9	-26.4	1.2	32.4	1.1	-1.5
CCCCCN(C(=O)CCC(=O)OCC(=O)c1ccc(F)c(F)c1)c1c(N)n(CCCC)c(=O)[nH]c1=O	-20.0	-3.0	-8.2	-15.5	-1.4	-23.4	-2.6	3.3	0.0	11.1

No enrichment for hits. About 1.6% of those tested had a hit in this group.
